# TRHR agonist – agonists of human TRH receptor; TRHR cells, calcium flux fluo-8, FDSS agonist mode; hit rate 0.18% among 360,000; activation, % at 2 µM; also: 0% is about no effect
# Target sequence (P34981 whole entry, looked up): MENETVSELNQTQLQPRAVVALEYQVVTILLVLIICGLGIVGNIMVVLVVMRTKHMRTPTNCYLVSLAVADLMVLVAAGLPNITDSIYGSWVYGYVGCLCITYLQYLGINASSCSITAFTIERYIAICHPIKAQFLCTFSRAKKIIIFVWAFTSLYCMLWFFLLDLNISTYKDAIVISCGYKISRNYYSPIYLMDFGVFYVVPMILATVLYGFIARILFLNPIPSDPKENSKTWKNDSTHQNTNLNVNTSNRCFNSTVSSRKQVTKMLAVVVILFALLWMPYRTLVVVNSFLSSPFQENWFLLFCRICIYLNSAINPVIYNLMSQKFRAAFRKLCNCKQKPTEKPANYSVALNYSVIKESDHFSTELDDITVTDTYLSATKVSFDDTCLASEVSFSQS
#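 TRHR-expressing cells loaded with fluo-8 calcium dye; 23 nL library compound pin-transferred, kinetic FDSS fluorescence (Ex 480/Em 530) recorded about 180 s for agonist-induced calcium release, before a 10 nM TRH EC20 addition for potentiator mode.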
# D2 antag – antagonizes the human D2 dopamine receptor; P14416; HEK293 TREx D2 cells, calcium flux, dopamine EC80; inhibition, % at 10 µM; hit rate 2% among 340,000; in the data active = inhibition above about 30%; also: 0% is about no effect
# Target sequence (P14416 whole entry, looked up): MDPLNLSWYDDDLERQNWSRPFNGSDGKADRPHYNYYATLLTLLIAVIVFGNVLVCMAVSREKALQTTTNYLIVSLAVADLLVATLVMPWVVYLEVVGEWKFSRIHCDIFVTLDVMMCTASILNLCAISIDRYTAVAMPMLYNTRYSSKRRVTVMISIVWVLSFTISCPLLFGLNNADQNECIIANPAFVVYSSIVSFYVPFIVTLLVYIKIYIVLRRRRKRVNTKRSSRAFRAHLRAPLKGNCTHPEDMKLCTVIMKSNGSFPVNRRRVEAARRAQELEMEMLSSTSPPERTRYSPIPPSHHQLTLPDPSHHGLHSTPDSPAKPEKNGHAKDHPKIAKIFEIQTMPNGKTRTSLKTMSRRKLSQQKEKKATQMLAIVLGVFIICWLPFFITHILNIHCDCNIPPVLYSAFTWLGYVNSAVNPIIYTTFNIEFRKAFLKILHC
#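 Read-out: kinetic calcium fluorescence (1 cycle/s) in inducible HEK293 T-REx D2 cells after an EC80 dopamine addition that followed 180 s compound preincubation. Loss of the dopamine response indicates antagonism.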
# D2 potentiator – positive allosteric modulators of human D2 dopamine receptor | P14416 | HEK293 T-REx D2, calcium flux, EC20 dopamine potentiation | potentiation, % at 10 µM | hit rate 0.34% among 340,000 | AID 485347;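 active = potentiation over 3 SD above the plate norm, cut at about 30% in these data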; also: 0% is about no effect
#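 Tetracycline-induced Hek293 Trex D2 cells, force-coupled to calcium, loaded with no-wash calcium dye. Compound added with 180 s kinetic read for agonism, then EC20 dopamine and a further 180 s read for potentiation.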
# D1 PAM – human D1 dopamine receptor positive modulation. hit rate 0.036% among 360,000. AID 504651. potentiation, % at 10 µM. HEK293 TREx D1 cells, calcium flux, dopamine EC20 potentiation. P21728; in the data active = potentiation above about 30%; also: 0% is about no effect
# D1 ag – activates the human D1 dopamine receptor; P21728; HEK293 T-REx D1 cells, calcium flux, agonist mode; activation, % at 2 µM; hit rate 1% among 360,000; AID 504660; also: 0% is about no effect
#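 Agonism was scored from calcium flux recorded over 180 s (1 read/s) after pintool compound addition, following a 10-cycle baseline. Cells were inducible force-coupled HEK293 TREx D1, plated overnight at 30 C and loaded with no-wash calcium dye.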
# D2 agonist – activates the human D2 dopamine receptor; activation, % at 2 µM; HEK293 T-REx D2 cells, calcium flux agonist mode; AID 485358; hit rate 0.53% among 340,000;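 active = activation over 3 SD above normal in the single-dose calcium agonist read, cut at about 30% in these data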; also: 0% is about no effect
#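 Calcium-flux readout, 1 cycle/sec over 180 s following compound pin transfer, in inducible HEK293 Trex D2 cells (force-coupled); dopamine controls included. Positive calcium responses during this window marked compounds as potential agonists.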
# RXFP1 antag – blocks the human relaxin receptor RXFP1; Q9HBX9; HEK293-RXFP1, relaxin-stimulated cAMP HTRF, 30 min; active compounds read low; activity change, negative = inhibition, % at 57.5 µM; hit rate 0.59% among 350,000; AID 1259400;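 active = activity change of -60% or lower, but not beyond a set lower limit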; also: % is scaled to controls: 0 for no effect and ±100 for the full control effect
# D1 antag – human D1 dopamine receptor antagonism; HEK293 TREx D1 cells, calcium flux, dopamine EC80; active compounds read low; activity change, negative = inhibition, % at 10 µM; hit rate 3.2% among 360,000; in the data active = activity change below about -30%; also: % is scaled to controls: 0 for no effect and ±100 for the full control effect
#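 Kinetic fluorescence of a calcium dye serves as the read-out. D1-expressing Hek293 Trex cells, induced overnight at 30 C, are exposed to compound for 180 s before an EC80 dopamine addition, then read 180 s further.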
# TRHR enhancer – allosterically enhances the human TRH receptor | hit rate 0.66% among 360,000 | P34981 | enhancement, % at 2 µM | TRHR cells, fluo-8 calcium fluorescence, EC20 TRH enhancement; in the data active = enhancement above about 30%; also: 0% is about no effect
#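 TRHR-expressing cells loaded with fluo-8 calcium dye were read kinetically (ex 480/em 530) during compound addition, then stimulated with an EC20 of TRH (10 nM final). Enhancement of the Gq-mediated intracellular calcium response was scored.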
# * hit, by the source's call; / = no result given. Rule as the data show it, unless noted: active = activation above about 30%; inactive = the rest. The order is random; about 7.1% have a hit in one of these screens.
(1) COc1ccccc1N1CCN(c2ncnc3onc(-c4cccc(Cl)c4)c23)CC1
(2) Nc1c(C(=O)Nc2ccc3c(c2)OCCO3)nnn1Cc1ccc(Cl)cc1
(3) Nc1ccc(-n2cnc3cc([N+](=O)[O-])ccc32)cc1
(4) Clc1cccc(Nc2ncnc3ccc(Br)cc23)c1
(5) O=C(CNC(=O)c1ccco1)N/N=C/c1cc(Br)ccc1O
(6) N/C(CCN1CCOCC1)=N/O

assay / compound	1	2	3	4	5	6
TRHR agonist	-0.5	2.7	-0.2	-0.3	-1.1	0.2
D2 antag	/	-3	13	-7	/	0
D2 potentiator	/	19	-7	7	/	1
D1 PAM	1	7	0	-3	11	-1
D1 ag	0	11	2	7	5	0
D2 agonist	-0.8	4.7	-0.1	0.4	/	0.8
RXFP1 antag	/	-21	-14	11	-10	-4
D1 antag	8	29	0	-17	12	-11
TRHR enhancer	-2	3	3	7	5	5

(7) CC(OC(=O)c1ccc2c(c1)OCO2)C(=O)NC1CCCCC1C (configuration not stated)
(8) CCCSc1nc(NCc2ccco2)c2c3c(sc2n1)COC(C)(CC)C3 (configuration not stated)
(9) O=C1CCCC2=C1C(c1ccsc1)CC(=O)N2c1ccccc1F (configuration not stated)
(10) Cc1cc2cc(CNS(=O)(=O)c3ccc4ccccc4c3)ccc2n1C
(11) COCCNC(=O)c1onc(CCl)c1C(=O)OC
(12) CC(C)(C)OC(=O)N1CCC(C(=O)N[C@@H](Cc2ccccc2)C(=O)O)(c2ccccc2)CC1

assay / compound	7	8	9	10	11	12
TRHR agonist	0.0	0.3	0.1	-0.4	-1.1	0.0
D2 antag	-7	-19	-8	10	5	-5
D2 potentiator	-9	5	5	16	12	7
D1 PAM	-4	-2	-4	-3	-5	-2
D1 ag	0	1	11	-2	3	0
D2 agonist	-0.1	0.3	1.1	0.3	-2.0	-0.8
RXFP1 antag	1	-4	0	4	/	-1
D1 antag	-8	16	7	1	5	5
TRHR enhancer	-3	11	4	1	-1	5

(13) Cc1ccccc1N1CC(C(=O)N2CCc3ccccc32)CC1=O (configuration not stated)
(14) O=C(CSc1nnc(-c2cccc(Cl)c2)o1)Nc1ccc2c(c1)OCCO2
(15) Cc1c(CCOC(=O)CC23CC4CC(CC(C4)C2)C3)sc[n+]1Cc1ccccc1
(16) CCn1ccnc1CNC(=O)C1CCC(=O)N(Cc2ccccc2F)C1 (configuration not stated)
(17) O=C(CS(=O)(=O)c1ccccc1)NCc1ccccc1
(18) CCOc1ccccc1/C=C(\C#N)C(=O)Nc1cccc(C(=O)O)c1

assay / compound	13	14	15	16	17	18
TRHR agonist	-0.6	0.6	-0.2	0.2	0.4	0.2
D2 antag	2	-17	10	-1	8	4
D2 potentiator	4	-5	11	-23	4	19
D1 PAM	0	-6	-7	0	-4	2
D1 ag	3	1	0	0	0	0
D2 agonist	-0.4	0.4	1.0	0.9	0.6	0.2
RXFP1 antag	-1	-3	-13	-3	10	-21
D1 antag	-6	-1	-15	-4	12	8
TRHR enhancer	5	7	2	1	-3	4

(19) COCCCNC(=O)C1CCN(Cc2cc3ccccc3n2Cc2cccc(Cl)c2)CC1
(20) Cc1ccc(-c2nc3cccnc3o2)cc1NC(=O)COc1ccc(C(C)(C)C)cc1
(21) COc1ccc(N2CCN(C(c3ccccc3)c3nnnn3Cc3ccc(F)cc3)CC2)cc1 (configuration not stated)
(22) COC(=O)c1ccccc1NC(=O)N1CSC[C@H]1C(=O)OC
(23) COc1ccccc1CN1CC(C(=O)N(CCO)Cc2cccs2)CCC1=O (configuration not stated)
(24) CN(C)C(=S)Nc1cccc(F)c1

assay / compound	19	20	21	22	23	24
TRHR agonist	0.0	0.9	0.1	0.3	0.1	0.1
D2 antag	/	3	8	5	-14	12
D2 potentiator	10	11	-2	-5	2	3
D1 PAM	-3	13	4	2	-7	3
D1 ag	3	3	1	1	3	3
D2 agonist	0.2	-0.5	0.7	0.6	6.9	1.3
RXFP1 antag	-24	-27	-8	-2	-6	2
D1 antag	-20	-7	1	2	-1	12
TRHR enhancer	26	6	5	-8	-4	-3

(25) Cc1ccc(CN2CCCN(Cc3c(F)cccc3Cl)S2(=O)=O)cc1
(26) COC(=O)CSc1nnc(CNC(=O)Cc2ccccc2)n1-c1ccccc1OC
(27) COc1ccc(Cl)cc1NC(=O)CN(C)C(=O)c1sccc1-c1ccccc1
(28) COc1cccc(CC(=O)Nc2cc(S(=O)(=O)N3CCOCC3)ccc2N2CCN(C)CC2)c1
(29) COc1ccc(C2C=C(c3ccc(Br)cc3)Nc3nc(N4C(=O)CCC4=O)nn32)cc1 (configuration not stated)
(30) O=C(O/N=C(/c1ccccc1)c1ccncc1)c1ccc(F)cc1

assay / compound	25	26	27	28	29	30
TRHR agonist	-1.3	0.1	0.7	1.0	2.3	-0.9
D2 antag	-22	2	-12	-6	1	4
D2 potentiator	13	9	-10	-4	-13	/
D1 PAM	-9	-9	-3	-3	3	-3
D1 ag	16	1	19	2	6	1
D2 agonist	-0.6	-0.3	0.4	-0.1	1.0	0.2
RXFP1 antag	-9	13	-8	6	2	3
D1 antag	-24	8	-2	-4	6	6
TRHR enhancer	6	-1	-5	5	-3	7

(31) COc1ccc(S(=O)(=O)N2CCCCCC2)cc1NC(=O)CC1OC(=O)c2ccccc21 (configuration not stated)
(32) C/C=C(\C)C(=O)NCCN1C2=NC[C@@H](Cc3ccccc3)N2C[C@H]1Cc1ccc(O)cc1
(33) COc1ccc(-n2cnc3cc(C(=O)NC4CCCCCC4)ccc32)cc1
(34) CCN(CC)C(=O)CN1C(=O)C2(OCC(C)(c3ccccc3)CO2)c2ccccc21 (configuration not stated)
(35) CCC(C)NC(=O)c1c(N)n(/N=C/c2cccs2)c2nc3ccccc3nc12 (configuration not stated)
(36) Cc1c(Br)c([N+](=O)[O-])nn1CCCC(=O)Nc1sc2c(c1C#N)CCC2

assay / compound	31	32	33	34	35	36
TRHR agonist	0.1	0.0	-0.6	5.9	1.5	0.2
D2 antag	5	18	/	-3	21	5
D2 potentiator	16	5	0	-1	-8	7
D1 PAM	-4	0	-6	-1	0	0
D1 ag	5	2	1	11	1	0
D2 agonist	0.2	-0.3	0.5	4.5	-0.4	-0.1
RXFP1 antag	-2	/	-16	-9	/	-4
D1 antag	-12	-6	-5	-21	-26	7
TRHR enhancer	1	27	1	1	-2	0

(37) CCc1nn(CC(=O)NCCc2ccc(Cl)cc2)c(=O)c2cc3ccccc3n12
(38) O=C(O)c1ccccc1-n1c2ccccc2c2ccccc21
(39) Cc1ccc(C(=O)N2CCCN(c3nc4cc5c(cc4cc3C#N)OCO5)CC2)cc1
(40) Cc1ccc2nc(Cl)c(C3CC(c4cccs4)=NN3C(=O)CCC(=O)O)cc2c1 (configuration not stated)
(41) O=C(COc1ccccc1C(=O)NCC1CCCO1)Nc1ccc(Br)cc1 (configuration not stated)
(42) Cc1ccc(F)cc1NC(=O)Nc1cc(C(C)(C)C)nn1C

assay / compound	37	38	39	40	41	42
TRHR agonist	0.0	-0.1	-0.8	6.4	0.4	0.7
D2 antag	/	-12	-25	-5	-5	/
D2 potentiator	-6	-10	/	5	10	/
D1 PAM	-2	3	-4	-4	5	-8
D1 ag	0	1	7	2	10	2
D2 agonist	-0.6	-0.3	-3.1	1.8	0.8	/
RXFP1 antag	-4	-10	3	-9	28	-12
D1 antag	13	-10	-9	-12	8	-4
TRHR enhancer	-2	6	5	4	-6	2

(43) CC(C)c1nc(SCC(=O)Nc2nccs2)c2ccccc2n1
(44) Cc1ccc(S(=O)(=O)N2CCCC(C(=O)NCCc3ccccc3)C2)cc1 (configuration not stated)
(45) O=C(CCn1cnc(-c2ccccc2)c1-c1ccccc1)N/N=C/c1ccccc1O
(46) Cc1cc(O)c(C(C)C)cc1N=Cc1ccccc1O
(47) O=C(O)CC(Cc1ccc(Cl)cc1)C(=O)Nc1ccccc1 (configuration not stated)
(48) Clc1nc(NC2CCCC2)nc(N2CCOCC2)n1

assay / compound	43	44	45	46	47	48
TRHR agonist	-0.3	-0.8	-0.2	0.3	0.2	0.4
D2 antag	-5	-5	1	2	4	-9
D2 potentiator	-28	15	-4	3	-6	-1
D1 PAM	-4	8	0	-4	-6	0
D1 ag	-4	0	1	3	1	3
D2 agonist	0.3	-0.1	-1.3	0.1	-0.2	0.3
RXFP1 antag	-2	-2	0	-8	3	-13
D1 antag	-25	13	10	-11	1	6
TRHR enhancer	1	8	1	-4	-3	-4

(49) Cc1ccc(S(=O)(=O)Nc2ccc3ccccc3n2)cc1
(50) Cc1ccc(CSc2nc3c(c(=O)[nH]2)C(c2cccc(F)c2F)CC(=O)N3)cc1 (configuration not stated)
(51) COc1ccccc1/C=C(/C(=O)OCC(=O)NCc1ccccc1)c1ccccc1
(52) N/C(=N\OC(=O)CCCOc1ccccc1)c1ccc([N+](=O)[O-])cc1
(53) O=C(N=C1SC2CS(=O)(=O)CC2N1c1cc(Cl)ccc1Cl)C1CCCO1 (configuration not stated)
(54) CCOc1ccc(-c2c(C)nn3c(C)c(C(=O)NCCN(C)C)cnc23)cc1OCC
(55) COC(=O)C1=C(C)N=C2SC(C)C(=O)N2C1c1cccs1 (configuration not stated)

assay / compound	49	50	51	52	53	54	55
TRHR agonist	-0.9	-2.6	-0.2	0.4	0.1	0.3	-1.9
D2 antag	-11	/	8	/	6	/	-3
D2 potentiator	-5	-9	6	/	-1	-10	-10
D1 PAM	-4	5	-4	-1	-4	-4	0
D1 ag	2	0	11	1	4	1	3
D2 agonist	0.1	-1.9	0.7	/	-0.1	0.6	0.1
RXFP1 antag	-5	1	-3	-6	3	-4	-1
D1 antag	-3	-1	-8	-5	6	-2	4
TRHR enhancer	7	6	-7	0	-4	5	-2

# Screening results: PubChem BioAssay, National Center for Advancing Translational Sciences (NCATS)
